From PubChem BioAssay
5HT1a antag = human 5-HT1a receptor antagonists, primary screen, cell-based, CHO, Ga15 NFAT-bla reporter; 5-hydroxytryptamine receptor 1A (Homo sapiens), P08908; CHO 5-HT1a Ga15 NFAT-bla reporter, antagonist mode; inhibition, % at 10 µM; 62,000 tested, 0.68% active; AID 612, 2007;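 active means inhibition above the mean of all tested compounds plus 3 SD, cut at about 43% in these data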;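 further: receptor stimulated by 5-CT agonist at 100 nM near EC80; beta-lactamase reporter measured by ratiometric fluorescence of a cleavable substrate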
M1 antag = antagonists of rat M1 muscarinic receptor. Muscarinic acetylcholine receptor M1 (Rattus norvegicus), P08482. CHO-M1 cells, Fluo-4 calcium, ACh EC80 antagonist mode; hits give low values. B-score at 10 µM. 64,000 tested, 3.4% active. AID 628, 2007;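 active means calcium fluorescence response, raw or row-and-column corrected B-score, differing from the plate sample mean either way at a set confidence level, mostly lower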
Jurkat tox 60K = cytotoxicity toward Jurkat T cells, primary screen, cytotoxicity control, cell-based, Jurkat E6.1, 60K MLSMR library; Jurkat E6.1 viability, ATP luminescence, 48 h; inhibition, % at 4 µM; 56,000 tested, 1.2% active;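 active means inhibition above the mean inhibition of all tested compounds plus 3 SD, cut at about 28% in these data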
HTR1E agonist = 5-HT1E receptor agonists, primary screen, cell-based, HTS; 65,000 tested, 0.69% active; activation, % at 6 µM; CHO 5-HT1E Ga15 NFAT-bla reporter, FRET; 0% DMSO wells, 100% control agonist wells; 5-hydroxytryptamine receptor 1E (Homo sapiens), P28566;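 active means activation above a set limit, the screen-wide mean activation plus 3 SD, cut at about 8.5% in these data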;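 further: 100% = positive control agonist at 1 µM giving full maximal response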
Target sequence (P28566 whole entry, looked up): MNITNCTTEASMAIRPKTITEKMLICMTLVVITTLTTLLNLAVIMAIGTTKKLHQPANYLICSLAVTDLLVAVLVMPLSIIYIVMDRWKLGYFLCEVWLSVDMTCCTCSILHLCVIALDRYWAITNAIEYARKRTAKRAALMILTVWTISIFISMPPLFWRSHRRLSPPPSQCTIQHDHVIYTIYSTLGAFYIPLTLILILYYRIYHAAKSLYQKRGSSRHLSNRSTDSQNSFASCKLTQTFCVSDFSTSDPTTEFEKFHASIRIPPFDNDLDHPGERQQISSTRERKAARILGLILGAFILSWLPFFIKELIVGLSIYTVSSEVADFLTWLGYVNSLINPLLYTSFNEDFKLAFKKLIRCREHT
S1P1 ag pot = S1P1 agonists and agonism potentiators, primary screen, cell-based, primary and confirmation screens, CRE-bla reporter; Sphingosine 1-phosphate receptor 1 (Homo sapiens), P21453; S1P1 CRE-bla cells, forskolin, beta-lactamase FRET, potentiator mode; S1P1 agonist co-added at EC20, 2 nM; 100% = saturating reference agonist, 0% = basal; activation, % at 9.5 µM; 56,000 tested, 0.57% active; AID 449, 2006;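 active means activation above a cutoff set at the mean activation of all tested compounds plus 3 SD, cut at about 54% in these data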;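 further: forskolin at 4 µM as EC80 and the EC20 agonist is SEW2871; 100% = SEW2871 at its EC100 plus forskolin at EC80; some compounds past the cut are filed as inactive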
Target sequence (P21453 whole entry, looked up): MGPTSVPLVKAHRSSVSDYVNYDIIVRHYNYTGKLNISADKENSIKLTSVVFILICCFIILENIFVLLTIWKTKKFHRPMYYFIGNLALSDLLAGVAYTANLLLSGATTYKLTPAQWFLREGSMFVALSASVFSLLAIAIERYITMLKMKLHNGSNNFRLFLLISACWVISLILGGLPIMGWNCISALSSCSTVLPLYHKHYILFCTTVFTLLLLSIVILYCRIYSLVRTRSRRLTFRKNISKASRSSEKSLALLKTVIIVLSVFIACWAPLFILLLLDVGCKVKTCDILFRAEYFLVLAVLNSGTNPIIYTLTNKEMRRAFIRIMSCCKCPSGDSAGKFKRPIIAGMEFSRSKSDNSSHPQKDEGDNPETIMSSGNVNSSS
5HT1E antag = 5-HT1E receptor antagonists, primary screen, cell-based, HTS; 5-hydroxytryptamine receptor 1E (Homo sapiens), P28566; CHO 5-HT1E Ga15 NFAT-bla reporter, FRET, antagonist; inhibition, % at 6 µM; 65,000 tested, 0.99% active;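 active means inhibition above a set limit, the mean inhibition across every tested compound plus 3 SD, cut at about 29% in these data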;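 further: signal is the 460 over 535 nm emission ratio of beta-lactamase substrate; 0% = agonist plus DMSO wells and 100% = wells without agonist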
M1 ag = M1 muscarinic receptor agonists, primary screen, CHO-M1 cells, Fluo-4 calcium, agonist mode | Fluo-4 calcium fluorescence; hits give high values | B-score at 10 µM | 64,000 tested, 3% active | AID 626, 2007;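 active means fluorescence rise, raw or as B-score row- and column-corrected plate score, outside the 99.7% band of its plate's samples, either direction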
S1P3 ag = human S1P3 receptor agonists, primary screen, cell-based, primary and confirmation, NFAT-BLA reporter; Sphingosine 1-phosphate receptor 3 (Homo sapiens), Q99500; S1P3 NFAT-BLA reporter cells, agonism, FRET ratio; relative to 1 µM S1P, basal subtracted; activation, % at 4.5 µM; 60,000 tested, 0.1% active;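 active means activation above the screen-wide mean plus 3 SD, cut at about 4.5% in these data, passing the limit was not always enough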; further: some compounds called inactive have numbers as strong as hits
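Material: Human S1P3 NFAT-BLA reporter CHO cells | Incubation: Overnight plating, 4 h compound 37 °C, 2 h substrate RT | Signal: FRET β-lactamase substrate fluorescence, excitation 405 nm, 460/535 nm emission ratio, background-subtracted | Compound: 4.5 µM final, single dose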
5HT1a ag = human 5-HT1a receptor agonists, primary screen, cell-based, CHO, Ga15 NFAT-bla reporter; 5-hydroxytryptamine receptor 1A (Homo sapiens), P08908; CHO 5-HT1a Ga15 NFAT-bla reporter, FRET ratio; 0% basal, 100% maximal reference agonist; activation, % at 10 µM; 65,000 tested, 0.56% active;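 active means activation above the screen-wide mean activation plus 3 SD, cut at about 19% in these data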;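 further: 0% = DMSO wells and 100% = 5-CT at EC100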
* = called active by the depositor; . = no result given.

SMILES | 5HT1a antag | M1 antag | Jurkat tox 60K | HTR1E agonist | S1P1 ag pot | 5HT1E antag | M1 ag | S1P3 ag | 5HT1a ag
CC12CN3CC(C)(CN(C1)C31CCSCC1)C2=O | -12.0 | 0.312 | -4.0 | -0.2 | -8.8 | -7.3 | 0.488 | 0.4 | 0.2
CC12CN3CC(c4ccccc4)(CN(C1)C31CCCCC1)C2=O | 2.2 | 0.0655 | -7.7 | -0.1 | -6.1 | -8.3 | 0.0491 | 0.0 | -2.7
CCCC(C)C1C(C#N)=C(N)Oc2c1c(=O)oc1ccccc21 (stereo unspecified) | -10.9 | 0.912 | -0.1 | 0.5 | . | -0.2 | 0.871 | -0.9 | 1.6
CCC(=NCCCN(C)C)c1c(O)n(-c2ccc(OC)cc2)c(=O)[nH]c1=O | -2.2 | -0.276 | -2.4 | -0.1 | -15.1 | -5.6 | -0.458 | -0.5 | -1.1
COc1cccc(N2CCN(Cc3ccc(Cl)cc3)CC2)c1 | -5.4 | 0.611 | -1.0 | 8.0 | -19.3 | 0.3 | 0.258 | -1.1 | -1.2
CCOC(=O)C1SC2(C(F)(F)F)CC1(O)c1c(C)cc(C)nc1O2 (stereo unspecified) | -3.5 | 0.364 | -12.7 | 0.0 | 9.4 | 7.0 | 1.16 | -0.2 | -3.1
FC(F)(F)C1=NC(C(F)(F)F)=NP(N2CCOCC2)(N2CCOCC2)=N1 | -3.2 | -1.03 | -8.9 | -0.2 | -34.4 | 1.1 | -0.52 | 0.7 | 0.6
C=CCn1c(O)c(C(C)=NCc2cc(OC)cc(OC)c2)c(=O)[nH]c1=O | -17.4 | -1.02 | 37.4* | -0.2 | 6.3 | 11.8 | -0.0254 | -0.9 | 0.0
COc1ccccc1-n1c(O)c(C=NCc2ccc3c(c2)OCO3)c(=O)[nH]c1=O | 16.6 | 0.332 | 0.4 | -1.6 | -13.0 | 0.4 | 0.12 | -0.8 | 2.2
Nc1ccccc1C(=O)c1ccccc1 | 2.9 | 0.155 | -7.2 | 0.5 | -0.3 | 17.0 | 0.129 | -0.8 | -1.4
CCOC(=O)c1c(N)n(CCCOC(=O)c2ccco2)c2nc3ccccc3nc12 | 15.1 | -0.145 | 11.2 | 0.6 | 19.6 | 20.6 | 2.19 | -0.3 | 2.9
COC(=O)C(C)Oc1cc(C)cc2oc(=O)c3c(c12)CCCC3 (stereo unspecified) | 20.3 | -1.32 | 2.1 | 0.6 | . | 3.0 | 2.53 | -0.8 | 0.7
O=C1NC(=O)C(CCc2ccncc2)(C2CCCCC2)C(=O)N1 | -7.6 | -4.59* | -0.2 | -0.2 | -18.3 | -3.8 | 0.018 | 1.3 | -1.3
O=C(Cc1ccccc1)N1CCN(Cc2c[nH]c3ccccc23)CC1 | 5.8 | -0.484 | 2.0 | 1.0 | 10.7 | -7.2 | 1.16 | -0.9 | -3.2
CN1CCC(n2nccc2N)CC1 | -17.0 | 0.2 | -2.4 | 0.5 | 1.0 | 3.3 | -0.315 | 1.1 | -0.9
CC12CN3CC(C)(CN(C1)C3c1cccnc1)C2=O (stereo unspecified) | 2.9 | 0.684 | -3.3 | 0.5 | . | 7.9 | -0.534 | -0.6 | 1.2
O=c1[nH]c(=O)n(CCC2=CCCCC2)c(O)c1C=NCCN1CCNCC1 | -2.0 | 0.199 | -1.0 | 1.4 | -12.4 | 1.4 | 0.542 | -0.6 | -2.5
CCC(C)(C)n1nnnc1C(c1cccs1)N1CC=C(c2ccc(F)cc2)CC1 (stereo unspecified) | 21.0 | -0.221 | 1.6 | -0.1 | -0.9 | 6.6 | 0.578 | -0.6 | 2.0
O=C1CC(N2CCC(n3c(=O)[nH]c4ccccc43)CC2)C(=O)N1Cc1ccccc1 (stereo unspecified) | -5.0 | -0.153 | 7.3 | 0.7 | . | -4.0 | -0.464 | -0.8 | 0.8
COC(=O)CC1=C(C(=O)OC)C2(C(=O)N(C)c3ccccc32)C(C#N)=C(N)O1 (stereo unspecified) | 10.0 | 0.684 | . | 0.9 | . | -7.4 | -0.405 | . | -0.9
C=CCN1C(=O)C2(C(C(=O)OCC)=C(N)Oc3ccccc32)c2c1c1ccccc1oc2=O (stereo unspecified) | -9.8 | 0.096 | -0.9 | -0.3 | 2.6 | -1.4 | -0.189 | -1.1 | -0.5
CCn1c(O)c(C(=O)CC2NCCc3ccccc32)c(=O)n(CC)c1=S (stereo unspecified) | . | -1.54 | . | -0.3 | -5.8 | -3.8 | -0.483 | -2.9 | -0.3
O=P(C(c1c[nH]c2ccccc12)N1CCOCC1)(N1CCOCC1)N1CCOCC1 (stereo unspecified) | 8.6 | -1.19 | 7.7 | -0.5 | 3.5 | 2.9 | -1.38 | -0.9 | -0.8
COC(=NC1CCCC1)C(O)c1c[nH]c2ccccc12 (stereo unspecified) | 10.1 | 0.762 | . | 0.0 | . | -6.5 | -0.569 | . | -0.6
CCN(CC)CCCC(C)N=C(c1ccccc1)c1c(O)n(C)c(=O)n(C)c1=O (stereo unspecified) | . | 0.147 | . | 0.0 | -7.7 | 2.8 | -0.0504 | -2.6 | -0.9
CC(C(N)=O)N1CC(c2ccc(Cl)cc2)CC1=O (stereo unspecified) | 4.1 | 0.573 | 2.2 | -0.3 | -8.1 | 1.7 | 0.0332 | 0.0 | -2.1
CCCCn1c(O)c(C(C)=NC(Cc2c[nH]c3ccccc23)C(=O)OC)c(=O)[nH]c1=O (stereo unspecified) | -4.9 | 0.017 | 5.1 | 1.4 | -19.0 | -9.0 | -0.0436 | -0.5 | -3.2
COC(=O)CSC1=NP(=S)(SCC(=O)OC)N2CCCC2=C1C#N (stereo unspecified) | -6.1 | 0.518 | -5.0 | 0.5 | 2.7 | 1.4 | 0.264 | 0.2 | 0.2
Cc1ccc(Cn2c(C)c3cnn(CC(=O)N4CCC5(CC4)OCCO5)c(=O)c3c2C)cc1 | -11.5 | -0.622 | 15.1 | 0.0 | 14.6 | 3.6 | -1.12 | 0.1 | 1.6
Cc1c(N=Cc2c(O)n(Cc3ccco3)c(=O)[nH]c2=O)c(=O)n(-c2ccccc2)n1C | . | -1.59 | . | -0.5 | -7.5 | -1.7 | -1.17 | -1.8 | -5.5
O=C(CNS(=O)(=O)c1ccc(Br)s1)N1CCC2(CC1)OCCO2 | 5.3 | -0.029 | 9.3 | -0.2 | 3.1 | 7.1 | 0.694 | -0.7 | 0.1
CCC(=NCc1ccco1)c1c(O)n(-c2ccccc2)c(=O)[nH]c1=O | -7.1 | 0.0389 | 5.0 | -1.1 | -20.0 | -0.6 | -0.465 | -1.0 | -2.5
Nc1nnc(CCN2CCCCC2)s1 | -4.1 | -0.00636 | -5.7 | -0.2 | 3.7 | 8.2 | -1.3 | -0.5 | -4.9
CCCCOc1ccc(CC2C(=O)N(C)C(=O)N(C)C2=O)cc1 | 0.3 | 0.24 | 12.9 | -0.6 | -7.0 | 7.0 | -2.09 | -1.4 | 0.2
COc1ccc(CCn2c(O)c(C=NC3CC3)c(=O)[nH]c2=O)cc1OC | -20.7 | -0.357 | -3.4 | 0.2 | 2.3 | 4.5 | -0.501 | -1.3 | -0.4
CCN1CCC2(CCNC2)C1 (stereo unspecified) | 6.8 | -0.415 | -4.3 | 0.6 | 5.8 | 3.0 | -1.37 | -0.6 | -3.4
CN1C(=O)C(Cc2c[nH]c3ccccc23)C(=O)N(C)C1=O | 7.4 | 0.539 | -6.0 | 0.6 | . | 1.1 | -0.887 | 0.1 | 0.1
COc1cccc(-c2cc(C(F)(F)F)n3nc(C(=O)N4CCC5(CC4)OCCO5)cc3n2)c1 | -12.1 | -0.731 | -3.0 | 0.2 | -21.6 | 6.1 | 1.06 | -0.4 | 1.1
O=C1NC(=O)N(C2CCCCC2)C(=O)C1C1c2ccccc2C(=O)N1Cc1ccccc1 (stereo unspecified) | 3.2 | 0.33 | 4.0 | -1.1 | 11.8 | -1.6 | 0.58 | -0.6 | -1.5
CC(=O)Nc1ccc(OC(=O)N(C)c2ccccc2)cc1 | 8.1 | -1.11 | 6.7 | -1.0 | -14.0 | 11.4 | 1.85 | -0.9 | -2.5
CC(C)NS(=O)(=O)c1ccc(OCC(=O)N2CCN(C)CC2)cc1 | -16.7 | 0.378 | -6.4 | 0.3 | 6.4 | -12.7 | 0.806 | 0.2 | 1.7
O=P(O)(O)COc1ccccc1O | -8.7 | -0.809 | -2.6 | 0.1 | -0.8 | -10.2 | 1.6 | -0.4 | 0.0
O=C(c1cc2c(s1)CCCC2)N1CCC2(CC1)OCCO2 | -10.0 | 0.0501 | -3.0 | 0.7 | -9.8 | -2.5 | 0 | -0.8 | -2.2
COC(=O)c1ccc(CN2CCN(Cc3ccccc3)CC2)cc1 | 0.6 | -3.06* | -0.4 | -0.7 | -17.6 | -1.6 | 0.48 | -1.1 | 0.5
O=C(COc1ccccc1)N1CCN(Cc2c[nH]c3ccccc23)CC1 | 15.2 | -0.343 | -5.3 | -0.2 | 12.2 | -12.2 | -0.368 | -2.4 | -2.7
Cc1cc(OCC(=O)Nc2cc(C)nn2-c2ccccn2)c2c3c(c(=O)oc2c1)CCC3 | -7.7 | 0.0194 | -0.6 | -0.7 | -0.7 | -0.3 | -0.499 | -1.4 | -1.0
Cc1nc2cc(C(F)(F)F)ccc2n1C1CCN(Cc2nnnn2Cc2cccs2)CC1 | -14.3 | -0.00428 | . | -0.7 | . | 9.4 | -0.0291 | . | -0.9
C[C@H]1CCCC(=O)CCC/C=C/c2cc(O)cc(O)c2C(=O)O1 | -8.4 | 0.00879 | . | -0.2 | . | -5.3 | -0.384 | . | -1.2
Cn1c(C(=O)O)c(CC(=O)N2CCN(Cc3ccccc3)CC2)c2ccccc21 | 4.5 | -2.24 | 1.0 | 5.0 | -3.9 | -3.8 | -0.107 | -0.2 | -0.6
COc1ccc(CN2CCN(c3ccccc3)CC2)c(C)c1C | 6.9 | -0.657 | -2.8 | 1.6 | -25.2 | 0.7 | 0.597 | -0.8 | 0.6
COc1ccc(CCNCc2ccccn2)cc1OC | 6.3 | -0.105 | 1.1 | -0.8 | -5.1 | -14.2 | 0.768 | -0.2 | -4.7
O=c1[nH]c(=O)n(C2CCCCC2)c(O)c1C1NCCc2ccccc21 (stereo unspecified) | -11.1 | 0.69 | -10.7 | 1.6 | 0.5 | -9.8 | 0.0979 | 0.5 | -4.7

An excerpt, so the mix of outcomes need not match the whole.
